MOR-DOR ag: OPRM1-OPRD1 heterodimerization agonism. cells, luminescence. activation, % at 9.3 µM. 0.3% of 340,000 active. AID 504326; in the data active = activation above about 18%;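 also: 0% = vehicle-treated cells and 100% = reference agonist; values of inactives mirror those of a sister screen read the other way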
Tat transport: inhibitors of E. coli Tat protein transport. E. coli MC4100 TorA-mCherry Tat export, fluorescence. inhibition, % at 10 µM. AID 488895. 0.036% of 340,000 active;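 active = mean replicate inhibition at least 50% and at least half of replicates individually reaching 50%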;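 also: exported cargo escapes ClpAP degradation while cytoplasmic cargo is degraded and loses fluorescence; 0% = median of neutral control wells and 100% = median of NaSCN control wells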
phage Ecoli inh: E. coli growth loss with phage present; growth absorbance; inhibition, % at 11.9 µM; 0.26% of 360,000 active; AID 651602; in the data active = inhibition above about 11%
PKA-R2B activ: PKA-R2B complex activation | P22694+P31323 | 0.079% of 340,000 active | activation, % at 11.4 µM | PKA-R2B holoenzyme dissociation, Cy5-IP20 fluorescence polarization; R2B truncated from residue 108, S112A mutant; 0% DMSO only, 100% 113 µM cGMP;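 active = activation above a cutoff set at the mean over all compounds plus 3 SD, cut at about 18% in these data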;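 also: higher means more holoenzyme dissociation and a rise in polarization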
Target sequence (P31323 whole entry, looked up, other chains not shown, the tested form may be a part): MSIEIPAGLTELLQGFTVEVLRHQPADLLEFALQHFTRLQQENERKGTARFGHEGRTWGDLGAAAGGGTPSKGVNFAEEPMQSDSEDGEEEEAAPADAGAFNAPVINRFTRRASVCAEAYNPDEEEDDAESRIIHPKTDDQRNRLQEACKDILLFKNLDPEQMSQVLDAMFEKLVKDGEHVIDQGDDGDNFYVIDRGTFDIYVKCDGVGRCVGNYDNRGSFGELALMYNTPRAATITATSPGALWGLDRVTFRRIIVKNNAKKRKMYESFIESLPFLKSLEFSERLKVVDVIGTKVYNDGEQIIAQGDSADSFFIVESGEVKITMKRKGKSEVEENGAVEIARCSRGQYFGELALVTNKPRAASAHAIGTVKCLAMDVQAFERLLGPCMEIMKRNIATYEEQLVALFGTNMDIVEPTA
AddAB inh: less growth of phage-infected E. coli with AddAB; E. coli expressing H. pylori AddAB, absorbance growth; inhibition, % at 11.9 µM; 0.29% of 330,000 active; in the data active = inhibition above about 12%;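 also: 0% = vehicle wells of infected cells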
SUMO Mot1 rescue: inhibitors of SUMOylation pathway: yeast Mot1-301 growth rescue; 1% of 320,000 active; growth rescue, % at 18.8 µM; S. cerevisiae Mot1-301 growth rescue, ATP luminescence, 38.5C; percent above DMSO median, 100 means doubled;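 active = every valid replicate shows activation above 250% relative to neutral control wells; inactive = the rest, any valid replicate at or below 250%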;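 also: OY570 slx delta 5 strain wells were the positive control but not used for scaling; some compounds called inactive have numbers as strong as hits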
PfHsp90 yeast 2: reduces growth (ATP signal) of yeast expressing P. falciparum Hsp90 | S. cerevisiae expressing PfHsp90, BacTiter-Glo ATP, 48 h; yeast lacking PDR1 and PDR3 efflux regulators | inhibition, % at 9.4 µM | 0.32% of 310,000 active;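 active = every replicate shows inhibition above about 80%, whatever the replicate mean, limit read from the data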;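 also: 0% = DMSO neutral controls and 100% = 20 µM radicicol positive controls; yeast relying on Plasmodium falciparum Hsp90 in place of its own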
Ecoli viability: counter-screen for AddAB inhibitors: E. coli growth inhibition | E. coli V3065 growth, OD600 absorbance, 18 h | inhibition, % at 11.9 µM | 0.27% of 330,000 active;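 active = inhibition above the campaign's mean inhibition across all tested compounds plus 3 SD, cut at about 9.9% in these data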;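 also: uninfected addAB+ strain grown without phage in ampicillin broth; 0% = DMSO wells and 100% = ciprofloxacin 0.95 µg/ml wells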
PKA-R1A act: PKA-R1A complex activation; P00514+P68181; AID 504707; 0.083% of 340,000 active; activation, % at 11.4 µM; PKA-R1A dissociation, Cy5-IP20 fluorescence polarization; scaled: DMSO 0%, 113 µM cGMP 100%;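 active = percent activation above the mean of all tested compounds plus 3 SD, cut at about 19% in these data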;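 also: higher means more PKAc released from R1A so a rise in polarization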
OPRM1-OPRD1 inv: inverse agonists of human mu-delta opioid receptor heterodimerization; inhibition, % at 9.3 µM; AID 504357; cell-based MOR-DOR heterodimer luminescence, inverse agonism; 0.21% of 340,000 active; in the data active = inhibition above about 22%, passing the limit was not always enough;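 also: 0% = cells with DMSO and 100% = wells without cells with DMSO; values of inactives mirror those of a sister screen read the other way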
HTR5A inv ag: counter-screen for OPRM1-OPRD1 inverse agonists: human HTR5A inverse agonism. P47898. HTR5A cell line, luminescence. inhibition, % at 9.3 µM. 0.083% of 340,000 active; in the data active = inhibition mostly above about 23%, no sharp cut-off; inactive = mostly below about 18%;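 also: 0% = cells with DMSO and 100% = no-cell wells with DMSO; some compounds called inactive have numbers as strong as hits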
Target sequence (P47898 whole entry, looked up): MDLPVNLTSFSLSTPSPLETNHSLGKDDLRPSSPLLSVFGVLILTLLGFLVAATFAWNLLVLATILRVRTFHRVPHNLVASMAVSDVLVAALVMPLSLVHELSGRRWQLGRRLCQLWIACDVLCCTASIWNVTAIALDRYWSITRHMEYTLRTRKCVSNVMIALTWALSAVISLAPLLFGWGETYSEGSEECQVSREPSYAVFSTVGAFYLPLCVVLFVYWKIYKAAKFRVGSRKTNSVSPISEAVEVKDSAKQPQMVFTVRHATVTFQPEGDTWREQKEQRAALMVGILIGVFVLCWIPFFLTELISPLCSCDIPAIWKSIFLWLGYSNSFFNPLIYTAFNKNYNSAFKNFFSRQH
Numbers without * were called inactive; nt = not tested or not shown. Compounds were not picked by outcome; overall some 2.2% were active at least once.

SMILES	MOR-DOR ag	Tat transport	phage Ecoli inh	PKA-R2B activ	AddAB inh	SUMO Mot1 rescue	PfHsp90 yeast 2	Ecoli viability	PKA-R1A act	OPRM1-OPRD1 inv	HTR5A inv ag
CN(C)CC(C)(C)CNS(=O)(=O)CC12CCC(CC1=O)C2(C)C (stereo unspecified)	-1.1	-4.4	2.5	-4.6	-0.2	-2.1	-2.3	-1.6	4.5	5.8	-7.0
CCN(C(=O)COC(=O)CNC(=O)c1ccc(C)cc1)c1c(N)n(Cc2ccccc2)c(=O)[nH]c1=O	-1.0	3.1	0.2	12.0	2.2	-3.4	-7.8	0.7	-3.2	3.8	8.8
Cc1csc(SCC(=O)NC(=O)NC(C)(C)C)n1	-2.4	-3.4	3.5	-1.4	2.0	570.9	5.0	1.0	-14.0	13.6	6.7
O=C(NCc1ccco1)c1ccccc1Br	-3.0	-3.9	3.1	-9.3	1.3	-0.7	nt	0.7	-18.4	16.6	-2.1
Cc1c(Cl)cccc1NC(=O)COC(=O)Cc1ccsc1	2.1	6.3	2.0	3.0	-0.3	-12.6	23.5	-1.6	-4.4	-8.7	-9.9
CC1CCN(c2c(NCc3ccc(C(=O)NCc4cccnc4)cc3)c(=O)c2=O)CC1	1.8	7.9	-0.8	0.2	1.2	3.5	10.0	-1.3	-5.3	-9.2	9.0
Cc1ccc(NC(=O)[C@H](C)NC(=O)C2CCN(C(=O)[C@@H](N)C(C)C)CC2)cc1	-0.4	1.1	-0.8	-3.0	-0.8	16.3	10.3	0.3	-3.3	1.6	-8.2
CC1(C)Cc2ccccc2C(=NCCCC(=O)O)N1	-0.2	-6.3	3.4	-7.3	-0.8	-4.2	10.1	-0.4	-9.6	1.0	4.0
CCOC(=O)C1CCCN(c2cc(C)nc3cc(-c4ccc(F)cc4)nn23)C1 (stereo unspecified)	3.3	5.3	-0.9	-11.2	0.0	469.5	-7.9	1.2	-3.2	-20.8	7.5
CCc1ccc(NC(=O)C2CCCN(S(=O)(=O)c3ccc4c(c3)CC(C)N4C(C)=O)C2)cc1 (stereo unspecified)	0.2	-7.0	4.0	-5.0	-1.6	7.0	20.5	-0.5	-7.3	-1.2	-14.2

Nine entries from above, arranged by length of the SMILES, ascending:
SMILES	MOR-DOR ag	Tat transport	phage Ecoli inh	PKA-R2B activ	AddAB inh	SUMO Mot1 rescue	PfHsp90 yeast 2	Ecoli viability	PKA-R1A act	OPRM1-OPRD1 inv	HTR5A inv ag
CC1(C)Cc2ccccc2C(=NCCCC(=O)O)N1	-0.2	-6.3	3.4	-7.3	-0.8	-4.2	10.1	-0.4	-9.6	1.0	4.0
Cc1csc(SCC(=O)NC(=O)NC(C)(C)C)n1	-2.4	-3.4	3.5	-1.4	2.0	570.9	5.0	1.0	-14.0	13.6	6.7
Cc1c(Cl)cccc1NC(=O)COC(=O)Cc1ccsc1	2.1	6.3	2.0	3.0	-0.3	-12.6	23.5	-1.6	-4.4	-8.7	-9.9
CN(C)CC(C)(C)CNS(=O)(=O)CC12CCC(CC1=O)C2(C)C (stereo unspecified)	-1.1	-4.4	2.5	-4.6	-0.2	-2.1	-2.3	-1.6	4.5	5.8	-7.0
CCOC(=O)C1CCCN(c2cc(C)nc3cc(-c4ccc(F)cc4)nn23)C1 (stereo unspecified)	3.3	5.3	-0.9	-11.2	0.0	469.5	-7.9	1.2	-3.2	-20.8	7.5
CC1CCN(c2c(NCc3ccc(C(=O)NCc4cccnc4)cc3)c(=O)c2=O)CC1	1.8	7.9	-0.8	0.2	1.2	3.5	10.0	-1.3	-5.3	-9.2	9.0
Cc1ccc(NC(=O)[C@H](C)NC(=O)C2CCN(C(=O)[C@@H](N)C(C)C)CC2)cc1	-0.4	1.1	-0.8	-3.0	-0.8	16.3	10.3	0.3	-3.3	1.6	-8.2
CCc1ccc(NC(=O)C2CCCN(S(=O)(=O)c3ccc4c(c3)CC(C)N4C(C)=O)C2)cc1 (stereo unspecified)	0.2	-7.0	4.0	-5.0	-1.6	7.0	20.5	-0.5	-7.3	-1.2	-14.2
CCN(C(=O)COC(=O)CNC(=O)c1ccc(C)cc1)c1c(N)n(Cc2ccccc2)c(=O)[nH]c1=O	-1.0	3.1	0.2	12.0	2.2	-3.4	-7.8	0.7	-3.2	3.8	8.8

More entries.
SMILES	MOR-DOR ag	Tat transport	phage Ecoli inh	PKA-R2B activ	AddAB inh	SUMO Mot1 rescue	PfHsp90 yeast 2	Ecoli viability	PKA-R1A act	OPRM1-OPRD1 inv	HTR5A inv ag
CNC(C)C(=O)NC(C(=O)N1CCCC1C(=O)NNc1ccccc1)C(C)C (stereo unspecified)	-3.9	3.3	0.6	5.2	2.0	-8.3	-0.1	0.0	0.3	22.7	17.1
Cc1cc(Br)ccc1NC(=O)CN(C)C(=O)C1CCN(c2ncnc3sc(C)c(C)c23)CC1	-0.4	1.0	2.5	-8.4	nt	nt	-2.3	nt	-9.7	1.8	1.3
COc1ccc(S(=O)(=O)N(CC(=O)Nc2ccccc2C(=O)N2CCOCC2)c2ccc(F)cc2)cc1	-2.4	3.9	0.9	-5.2	-1.9	7.2	-7.4	-0.1	-12.9	13.1	-3.7
O=C(CSc1nnc(COc2ccccc2)o1)c1ccccc1	-2.3	4.5	1.2	-6.5	0.9	30.2	-31.0	-2.6	-7.0	11.7	9.9
CS(=O)(=O)Nc1ccc(C(=O)NCCC2=CCCCC2)cc1	-1.6	-2.1	3.3	0.8	2.1	342.8	-9.8	-0.3	-2.2	8.5	-1.1
Cc1ccc(NC(=O)COC(=O)/C=C/c2cccs2)c(C)c1	0.7	-2.5	3.4	-11.3	1.7	-13.3	8.2	-0.9	-3.4	-3.6	-4.7
O=S(=O)(Nc1ccccc1N1CCCCC1)c1ccc(F)cc1	nt	-2.5	1.3	nt	-3.1	0.7	-20.3	-2.6	nt	nt	nt
CC(C)C(=O)Nc1ncc(C(F)(F)F)cc1Cl	-2.0	-9.1	0.8	3.0	0.5	-16.6	nt	-3.1	-11.2	11.9	0.5
Cc1ccc2c(C)c(C(=O)Nc3cccnc3)oc2c1C	-1.3	-6.1	-0.5	-2.0	nt	nt	-15.8	nt	3.1	6.2	-9.4
CCOC(=O)C1=C(c2ccccc2)NC(=O)NC1c1ccc(OCC#N)c(OC)c1 (stereo unspecified)	0.2	-4.2	0.6	-0.5	0.3	nt	25.6	1.4	9.6	-1.0	-16.9
COC(=O)c1cc2ccsc2n1Cc1cccc(F)c1	0.4	2.9	1.3	0.6	0.5	898.5	-3.3	-0.8	-11.6	-2.5	-8.9
Cc1cccc(C(=O)NC(=S)NNC(=O)COc2c(C)cccc2C)c1	3.8	-1.4	1.1	-3.8	3.9	-18.5	-6.5	-4.5	7.2	-20.0	-8.2
COc1ccc(-c2sccc2C(C)C(=O)O)cc1 (stereo unspecified)	-1.9	0.8	1.4	-1.5	-0.1	-29.4	4.5	2.0	-12.6	11.9	8.9
Cc1ccccc1OCC(=O)NC1CCCCCCC1	8.8	21.0	1.0	-7.8	0.8	-9.8	-11.6	-0.9	-10.8	-72.2	-17.1
CCOc1c2ccc(C(=O)NCc3ccc(C(F)(F)F)cc3C(F)(F)F)cc2nn1C	4.4	2.2	0.7	-5.6	-0.8	65.8	-7.4	-0.2	8.9	-20.3	17.2
Nc1nnc(SCC(=O)NC2CCCC2)s1	-1.5	-5.3	0.0	7.6	-1.3	6.2	-3.3	-0.6	3.0	7.7	-23.5
O=C(COC(=O)c1cccnc1SC(F)F)NC1CC1	-1.4	-0.3	3.5	-5.0	0.2	nt	6.0	-2.2	-4.9	5.3	-12.0
COc1ccc(N2CCN(C(=O)c3ccc(NS(=O)(=O)c4cccs4)cc3)CC2)cc1	-2.3	-2.2	2.7	-2.5	3.4	-17.6	-9.9	1.5	3.5	12.0	0.1
O=C(N/N=C/c1cccc(Oc2ccccc2)c1)c1ccccc1F	-1.1	5.2	2.4	-1.1	0.1	28.9	nt	-0.1	-6.0	6.5	7.0
Cc1cccc(NC(=O)CSCC(=O)Nc2ccc(S(=O)(=O)N3CCCC3)cc2)c1	-3.7	13.3	3.2	-2.9	2.4	-14.3	3.6	0.7	-6.3	17.9	-30.4
NS(=O)(=O)c1ccc(NC(=O)COC(=O)CCc2ccc(S(=O)(=O)N3CCOCC3)cc2)cc1	-2.6	11.3	5.0	-4.8	0.2	-12.6	-19.2	-0.8	-3.5	13.8	20.7
CCn1nnc(C(=O)O)c1C(=O)O	-1.8	-1.8	3.5	5.3	1.4	4.8	nt	0.2	3.6	9.6	30.1
Oc1[nH]c(=S)sc1C=C1N=c2ccccc2=N1	nt	-0.2	1.3	nt	3.5	235.8	0.4	-0.7	nt	nt	nt
N#Cc1c(NC(=O)CN2CCN(S(=O)(=O)c3ccc4c(c3)OCCO4)CC2)sc2c1CCC2	0.5	-6.9	2.2	-11.9	0.1	-8.5	-33.5	-2.5	6.2	-2.4	0.8
O=S(=O)(NC1CCCCC1)c1ccc(-c2csnn2)s1	-0.2	2.1	3.5	-8.2	0.5	297.0*	-0.4	-0.7	-6.2	0.9	7.8
Cc1cc(NC(=O)c2cc(-c3cccs3)nc3ccccc23)no1	2.1	-17.4	3.1	10.8	-4.2	33.7	-4.2	0.2	1.8	-12.7	-21.0
O=C(Nc1ccnn1C1CCN(Cc2cccnc2)CC1)c1ccccc1Cl	-3.1	-1.3	2.8	0.7	0.4	10.7	4.5	-1.3	-11.9	17.1	9.3
CCN(CC)CCN(C(=O)c1c(F)cccc1F)c1nc2cc(C)cc(C)c2s1	1.1	17.1	3.9	-7.1	-1.4	-4.6	-1.6	-1.8	-12.8	-5.6	-2.7
COCCCNC(=O)c1cc2c(s1)CS(=O)(=O)C2	2.2	1.4	1.4	10.0	1.7	423.1	nt	-1.7	-14.5	-13.3	-17.0
CC1(C)CC(=O)c2c(noc2-c2ccccc2)C1	-0.3	10.6	1.7	-2.3	-3.5	33.5	-24.1	0.5	-7.7	2.1	-25.5
COc1ccc(NC(=O)CSCC(=O)Nc2ccc(S(=O)(=O)N3CCCC3)cc2)cc1	-1.3	-7.1	0.9	-1.4	2.6	16.8	-5.7	3.1	4.8	6.9	5.3
N#CC1(C#N)CC(C=O)=C(N)C1(C#N)CC(=O)C12CC3CC(CC(C3)C1)C2 (stereo unspecified)	2.8	-14.8	3.5	1.7	3.8	-11.6	21.9	2.0	4.3	-14.6	-9.0
CN(CC(=O)Nc1ccc(F)cc1)C(=O)CSc1nnc(Cc2ccccc2)o1	-0.2	3.0	0.4	-2.2	3.0	184.2	9.7	-1.7	-3.2	0.9	20.1
